# High-throughput results deposited in PubChem by several laboratories.
# SUMO1-SIM PPI: modulators of human SUMO1-mediated protein-protein interactions. P63165. SUMO1 binding to a labelled peptide, TR-FRET, 1 h. inhibition, % at 20 µM. actives 0.33% (n = 360,000); in the data active = inhibition above about 37%
# Target sequence (P63165 whole entry, looked up): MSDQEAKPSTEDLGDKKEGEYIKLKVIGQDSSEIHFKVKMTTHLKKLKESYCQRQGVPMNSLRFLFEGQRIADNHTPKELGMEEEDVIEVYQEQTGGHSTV
# PABP1 MLLE inh: inhibitors of microRNA-mediated deadenylation, human PABP1 MLLE binding; P11940; GST-MLLE / FITC-PAM2 fluorescence polarization; inhibition, % at 20 µM; actives 0.36% (n = 360,000); AID 588489; in the data active = inhibition above about 35%, passing the limit was not always enough;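 note: plate controls were DMSO wells with GST-MLLE for no effect and wells lacking GST-MLLE protein for full effect; some results filed as inactive read as strong as hits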
# Target sequence (P11940 whole entry, looked up): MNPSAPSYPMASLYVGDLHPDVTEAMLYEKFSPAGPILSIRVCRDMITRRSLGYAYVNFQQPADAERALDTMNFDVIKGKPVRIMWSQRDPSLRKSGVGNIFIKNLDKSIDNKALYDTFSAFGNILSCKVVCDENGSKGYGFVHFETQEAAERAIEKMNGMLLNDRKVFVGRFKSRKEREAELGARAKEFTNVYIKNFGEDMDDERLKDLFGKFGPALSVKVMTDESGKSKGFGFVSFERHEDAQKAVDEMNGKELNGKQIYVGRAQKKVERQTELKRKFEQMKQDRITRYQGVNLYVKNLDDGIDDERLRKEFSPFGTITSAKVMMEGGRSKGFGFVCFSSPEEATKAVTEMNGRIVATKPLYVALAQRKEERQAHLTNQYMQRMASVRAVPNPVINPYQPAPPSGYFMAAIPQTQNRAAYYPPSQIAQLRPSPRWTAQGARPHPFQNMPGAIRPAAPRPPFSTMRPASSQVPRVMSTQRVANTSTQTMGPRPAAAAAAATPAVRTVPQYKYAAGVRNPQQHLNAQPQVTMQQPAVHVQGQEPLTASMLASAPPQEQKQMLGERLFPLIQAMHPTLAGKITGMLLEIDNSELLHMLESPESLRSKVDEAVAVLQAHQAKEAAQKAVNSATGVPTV
# Tb MetRS inh: blocks T. brucei methionyl-tRNA synthetase activity. purified T. brucei MetRS, ATP depletion, Kinase-Glo luminescence. inhibition, % at 11.9 µM. actives 0.4% (n = 360,000);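 active = inhibition above a per-plate cutoff of the control wells' mean inhibition plus 3 SD, cut at about 5.5% in these data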;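 note: 0% = DMSO wells median and 100% = median of wells with control inhibitor compound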
#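 System: purified T. brucei MetRS enzyme / Detection: Kinase-Glo luciferase luminescence reporting remaining unconsumed ATP / Medium: HEPES buffer with MgCl2, KCl, DTT, spermine, BSA, pyrophosphatase / Replication: singlicate, one well per compound / Evaluation: percent inhibition relative to median high and low control wells / Schedule: 2 h aminoacylation at 25 °C after 15 min preincubation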
# CSN deneddyl inh: CSN deneddylation inhibition. Q92905. Purified CSN, SCF-Nedd8-OG deneddylation, fluorescence polarization. inhibition, % at 12.5 µM. actives 0.38% (n = 360,000). AID 651999;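 active = pattern-corrected inhibition above about 35%, with an unprinted fluorescence ratio check between 0.5 and 1.5, limit read from the data, passing the limit was not always enough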;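 note: 0% = enzyme with substrate and 100% = substrate without enzyme; some results filed as inactive read as strong as hits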
#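 Assay system: purified human Csn5 enzyme expressed in HEK293T cells; measure: % inhibition; also added: SCFSkp2-Nedd8OG substrate at 10 nM final; technique: fluorescence polarization; times: reaction 90 min, room temperature; medium: Tris buffer pH 7.5, NaCl, DTT, Tween-20, trehalose, ovalbumin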
# LMPTP block: LMPTP (human) inhibition | recombinant LMPTP-A, OMFP fluorogenic substrate, fluorescence intensity | actives 0.22% (n = 360,000) | AID 651560 | inhibition, % at 20 µM;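 active = compounds that cut the enzyme signal by at least half of the control window in the single-dose screen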;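 note: plate controls were DMSO wells with enzyme plus substrate for no effect and substrate without enzyme for full effect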
#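 Assay system: LMPTP-A, protein tyrosine phosphatase of low molecular weight / Medium: pH 6.0 Bis-Tris buffer with DTT and Triton X-100 / Schedule: 50 min enzyme reaction at room temperature, protected from light / Measured by: endpoint fluorescence intensity from OMFP dephosphorylation / Read-out basis: % inhibition relative to no-enzyme and uninhibited control wells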
# Rpn11 inh: Rpn11 (human) deubiquitinase inhibition; O00487; human 26S proteasome, Ub4-pepOG fluorescence polarization; 20S core pre-blocked with epoxomicin; calls only at 20 µM; actives 0.59% (n = 360,000);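 active = inhibition at 20 µM, scaled to each plate's controls, above about 33%, limit read from the data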
# Target sequence (O00487 whole entry, looked up): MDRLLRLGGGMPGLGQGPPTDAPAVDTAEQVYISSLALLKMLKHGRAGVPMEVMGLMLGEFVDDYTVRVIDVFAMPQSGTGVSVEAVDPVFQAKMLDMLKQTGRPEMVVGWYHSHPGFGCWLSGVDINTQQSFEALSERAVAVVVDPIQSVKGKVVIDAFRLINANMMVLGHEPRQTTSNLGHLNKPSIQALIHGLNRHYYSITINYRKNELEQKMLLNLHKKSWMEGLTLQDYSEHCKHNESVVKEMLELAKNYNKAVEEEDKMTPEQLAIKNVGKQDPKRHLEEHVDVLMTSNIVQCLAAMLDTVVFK
# NadD inh: NadD (S. aureus) enzyme inhibition | purified NadD enzyme, colorimetric absorbance read-out | actives 0.78% (n = 360,000) | inhibition, % at 20 µM; in the data active = inhibition above about 26%; note: some compounds past the cut are filed as inactive
# STEP inh: inhibitors of human striatal-enriched phosphatase STEP | P54829 | recombinant STEP, OMFP fluorogenic substrate, fluorescence | inhibition, % at 20 µM | actives 0.25% (n = 360,000);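 active = inhibition at 20 µM, scaled per plate between control wells, above about 37%, limit read from the data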;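 note: 0% = DMSO with enzyme and substrate and 100% = substrate only without enzyme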
#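 Material: STEP (striatal-enriched tyrosine phosphatase) enzyme, cell-free | Medium: 50 mM Bis-Tris pH 6.0 with 2.5 mM DTT and 0.005% Tween 20 | Read-out: Percent inhibition scaled to no-enzyme and uninhibited-enzyme controls, plate-pattern corrected | Signal: Fluorescence read at 480 nm ex / 540 nm em | Times: 20 min reaction, room temperature, in the dark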
# DNMT1 inh: blocks human DNA methyltransferase DNMT1. actives 0.83% (n = 360,000). AID 588458. DNMT1 molecular beacon, Hinp1I cleavage, fluorescence. inhibition (reported as % activation of signal), % at 10 µM; in the data active = inhibition above about 50%
# Scp-1 inhibitor: inhibitors of human Scp-1 phosphatase; Q9GZU7; Recombinant Scp1, phosphopeptide, malachite green phosphate absorbance; inhibition, % at 20 µM; actives 0.88% (n = 340,000); AID 493091;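 active = inhibition above about 50% at 20 µM, limit read from the data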;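 note: plate controls were DMSO wells with enzyme for no effect and wells lacking enzyme for full effect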
#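 Material: truncated SCP-1 phosphatase (76-261aa) / Buffer or medium: 50 mM Tris acetate pH 5.5, 0.005% Tween-20, 10 mM MgCl2 / Compound dosing: one concentration, 20 µM, with 1.0% DMSO / Incubation: 45 min room-temperature reaction, 5 min colour, 30 min stabiliser / Detection: colorimetric free-phosphate detection, absorbance 630 nm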
# Active calls of the source: *; i = inactive; / = no result given.
SUMO1-SIM PPI,PABP1 MLLE inh,Tb MetRS inh,CSN deneddyl inh,LMPTP block,Rpn11 inh,NadD inh,STEP inh,DNMT1 inh,Scp-1 inhibitor,structure
3,2,0.1,-2,-0.6,i,0,2,2,/,CC(C)(C)C(=O)Nc1ccc(N2CCN(C(=O)c3cccs3)CC2)cc1
-10,-55,-0.1,6,-0.8,i,-3,2,1,-4,CCOC(=O)N1CCN(C(=O)CCCCCn2c(=S)[nH]c3cc4c(cc3c2=O)OCO4)CC1
2,-3,0.0,-1,-1.3,i,2,4,5,/,Cc1cc(C(=O)N2CCC2(C)C(=O)NS(=O)(=O)c2cccc(Cl)c2)nn1C (stereo not drawn)
-32,-2,-0.3,-3,-1.8,i,-4,-2,0,/,Cc1c([N+](=O)[O-])oc2c1C(=O)NCCC2
-5,-7,0.1,-8,-0.8,i,2,-2,-1,-2,O=C(COC(=O)c1ccccc1C(=O)c1ccc(Cl)cc1)NCC1CCCO1 (stereo not drawn)
5,9,-0.2,3,-0.7,i,-6,-1,2,/,CC1(C)C2CCC(CN)C1C2 (stereo not drawn)
-5,-23,-1.6,-6,0.7,i,0,1,1,-2,COc1cc(N=CC2=C(O)c3ccccc3C2=O)cc(OC)c1
2,-3,0.2,-1,-0.1,i,3,-2,0,-7,Cc1cccc(-c2nc(C#N)c(NCc3ccco3)o2)c1
-13,10,-0.5,-1,1.6,i,3,0,-4,-4,CCOc1cccc(-c2c(C(=O)N/N=C/c3ccsc3)nnn2-c2nonc2N)c1
0,0,0.6,2,-1.6,i,-1,-2,-2,-9,CCCCNS(=O)(=O)c1ccc(S(=O)(=O)N2CCC3(CC2)OCCO3)cc1
-29,-2,-0.5,6,3.7,i,2,3,-11,-8,CC(OC(=O)c1ccc([N+](=O)[O-])o1)C(=O)Nc1nc(-c2ccc(F)c(F)c2)cs1 (stereo not drawn)
-1,-42,-0.3,-1,-1.1,i,-4,-2,3,-4,COc1ccc(Cl)cc1NC(=O)CN(C)C(=O)Cn1[nH]c(=O)c2ccccc2c1=O
8,-131,-0.2,-3,0.9,i,-3,2,0,-6,Fc1cccc(CCN2C(=S)NC[C@@H]2Cc2ccccc2)c1
-15,7,0.1,-4,0.0,i,-4,0,-3,-5,COc1cc(/C=C/C(=O)OCC(=O)N2CC3(C)CC2CC(C)(C)C3)ccc1O (stereo not drawn)
2,20,-0.5,4,-0.5,i,4,3,3,0,COc1ccccc1N1CCN(C(=O)c2ccccc2SCC(=O)N2CCCC2)CC1
5,-6,0.1,-4,1.2,i,-18,-1,-2,0,Cn1cccc1Cc1nnc(SCC(=O)Nc2ccc(Cl)cc2)n1-c1ccc(F)cc1

# Some of these compounds in order of the PABP1 MLLE inh value, low to high:
SUMO1-SIM PPI,PABP1 MLLE inh,Tb MetRS inh,CSN deneddyl inh,LMPTP block,Rpn11 inh,NadD inh,STEP inh,DNMT1 inh,Scp-1 inhibitor,structure
-5,-23,-1.6,-6,0.7,i,0,1,1,-2,COc1cc(N=CC2=C(O)c3ccccc3C2=O)cc(OC)c1
3,2,0.1,-2,-0.6,i,0,2,2,/,CC(C)(C)C(=O)Nc1ccc(N2CCN(C(=O)c3cccs3)CC2)cc1
-13,10,-0.5,-1,1.6,i,3,0,-4,-4,CCOc1cccc(-c2c(C(=O)N/N=C/c3ccsc3)nnn2-c2nonc2N)c1
2,20,-0.5,4,-0.5,i,4,3,3,0,COc1ccccc1N1CCN(C(=O)c2ccccc2SCC(=O)N2CCCC2)CC1

# (more compounds)
SUMO1-SIM PPI,PABP1 MLLE inh,Tb MetRS inh,CSN deneddyl inh,LMPTP block,Rpn11 inh,NadD inh,STEP inh,DNMT1 inh,Scp-1 inhibitor,structure
1,-20,0.5,4,6.0,i,15,1,-7,-2,O=C(CN1CCc2ccccc2C1)Nc1cc(S(=O)(=O)N2CCOCC2)ccc1N1CCCC1
-17,4,-0.3,-4,-1.8,i,-5,1,1,9,Cc1ccc(OCC(=O)NCc2ccco2)c([N+](=O)[O-])n1
-35,5,-0.2,0,2.2,i,-2,2,-7,-11,Cc1onc(-c2ccccc2)c1C(=O)OCc1nnc(-c2ccc([N+](=O)[O-])cc2)o1
0,-1,-0.2,-1,-1.3,i,2,-1,9,-4,CN1CCN(CCc2nc3cc(NC(=O)c4ccco4)ccc3n2C)CC1
-6,30,-0.1,-5,0.1,i,2,4,-1,-10,S=C(Nc1ccccc1)Nc1ccc2ccccc2c1
2,3,-0.4,-1,4.3,i,-10,0,4,-10,CCC(C(=O)O/N=C(\N)c1ccccc1)c1ccccc1 (stereo not drawn)
0,-37,-0.4,-1,-0.2,i,0,-2,0,-4,Cc1ccc(N2CN(Cc3ccco3)CNC2=S)cc1
-1,3,0.3,-2,-1.7,i,-5,0,0,1,CCC1CCC(N2CCN(c3cccc(OC)c3)CC2)CC1 (stereo not drawn)
0,-41,0.0,-1,-0.7,i,-6,-1,1,3,CCCn1c(SCC(=O)c2cc(C)ccc2C)n[nH]c1=O
6,-11,0.0,-4,-0.9,i,3,1,0,-5,N#Cc1cccc(NC(=O)CC2CCCC2)c1
-2,7,-0.4,6,2.6,i,0,0,6,-12,COc1ccc(OC)c(-c2csc(N(CC3CCCO3)C(=O)C3CCCCC3)n2)c1 (stereo not drawn)
2,-1,0.5,7,-0.3,i,-1,8,19,25,O=C(Nc1ccccc1C(=O)O)c1ccccc1
8,0,0.3,1,7.5,i,-2,2,3,/,Cc1cccc(C)c1-n1nnnc1C(c1ccccc1OC(F)(F)F)N1CCN(C/C=C/c2ccccc2)CC1 (stereo not drawn)
-7,-2,-1.6,-7,2.9,i,1,1,13,-4,CCOC(=O)C1=C(N)n2c(s/c(=C\c3ccncc3)c2=O)=C(C(=O)OCC)C1c1ccncc1 (stereo not drawn)
14,0,-0.9,6,7.9,i,-6,5,-2,-12,Cn1c(=O)c2c(SCc3cccnc3)nc(C3CC3)nc2n(C)c1=O
0,20,-0.3,1,-0.1,i,7,2,-1,-4,O=C(NC1CCN(C(=O)Nc2cccc(Cl)c2)CC1)c1ccccc1
-1,0,0.1,-4,0.2,i,4,12,-2,-7,CCOC(=O)C1CCCCN1Cc1ccc(OC)c(OC)c1OC (stereo not drawn)
-2,-12,0.1,-2,0.1,i,0,-1,1,-10,Cc1ccc(NC(=O)CCC(=O)c2cccs2)c(Br)c1
11,-10,-0.2,-3,0.3,i,-2,0,0,-8,CCOC(=O)c1ccc(N2C(=O)c3n[nH]c(C)c3C2c2ccc(O)cc2)cc1 (stereo not drawn)
-5,-29,-0.5,-2,-0.1,i,-2,1,0,1,O=C(CSc1n[nH]c(=O)n1Cc1ccccc1)Nc1ccc(N2CCOCC2)cc1
-182,-20,-0.3,1,-2.7,i,-2,4,-4,5,CN(C)CCOc1ccc(-c2c(-c3ccsc3)sc3ccccc23)cc1
4,11,-0.4,4,-0.5,i,2,-4,-1,-6,CC(=O)N1c2ccc(S(=O)(=O)NCC3CCC(C(=O)Nc4ccc(C)cn4)CC3)cc2CC1C (stereo not drawn)
-13,1,0.2,-4,-0.8,i,-1,1,-4,-5,Cc1cccc(C(=O)N/N=C/c2ccc3c(c2)OCO3)n1
-1,14,-0.5,-3,-0.2,i,0,-1,0,-2,CCCOc1ccc(N2CC(C(=O)Nc3ccc(N4CCOCC4)cc3)CC2=O)cc1 (stereo not drawn)
-16,-5,-0.4,4,-4.9,i,-3,-1,2,-5,O=C(c1cccs1)N1CCN(c2ncc(C(F)(F)F)cc2Cl)CC1
-28,7,-1.1,6,-0.4,i,-1,6,0,-3,Cc1ccccc1CSCC(Nc1ccc(C(=O)O)cc1[N+](=O)[O-])C(=O)O (stereo not drawn)
4,-17,-0.1,0,-1.6,i,5,1,2,-9,CCCCc1nc(C(N)=O)c2[nH]c(=O)n(-c3ccccc3F)c2n1
14,2,-0.8,4,-0.2,i,-2,0,-3,-5,Cc1cc(C(=O)Nc2c(F)c(F)c(F)c(F)c2F)n(-c2ccccc2)n1
2,2,0.0,6,0.0,i,0,4,1,-8,CC(C)(C)NC(=O)CN(C(=O)CS(=O)CC(=O)Nc1ccc(F)cc1)c1ccc2c(c1)OCCO2 (stereo not drawn)
4,0,-1.9,2,-0.1,i,0,4,-5,-5,Cc1ccc(O)c(CNc2cccc(C)n2)c1
-1,-32,-0.8,-2,2.2,i,15,-8,-8,-9,CCn1c2ccccc2c2cc(NC(=O)CSc3nnc(-c4cccc(C)c4)o3)ccc21
-6,-3,-0.8,-6,-2.0,i,-21,-3,-1,0,CCc1cc2c(NCC3CCCO3)nc(C)nc2s1 (stereo not drawn)
-7,-5,-0.3,-15,0.6,i,1,0,4,-8,O=C(CN1CCCCCC1)N/N=C/c1cccc(Cl)c1Cl
2,0,-0.1,-4,-1.4,i,4,0,-2,-3,CCOc1ccccc1C(=O)N[C@H](C(=O)Nc1ccc(OC)c(S(=O)(=O)N2CCOCC2)c1)C(C)C
2,3,-0.4,2,-0.8,i,1,1,1,6,CCOc1ccccc1NS(=O)(=O)c1ccc2c(c1)N(C)CCO2
-3,-7,0.1,2,-1.2,i,-5,2,5,/,CCOC(=O)C1=CCC2C(=O)N(CC)C(=O)C12 (stereo not drawn)
4,9,-0.2,-4,-0.8,i,1,-3,1,-5,Cc1cc(C(=O)NC2CCCN(Cc3ccc(Cl)cc3)C2)no1 (stereo not drawn)
0,12,-1.9,2,-0.7,i,-4,-2,5,-3,O=C1CC(c2ccc3c(c2)OCO3)c2cc3c(cc2N1)OCCO3 (stereo not drawn)
-13,22,0.1,0,-6.3,i,-2,5,0,-11,Cc1ccc(/C=C2/Sc3ccc(C(=O)NCCN4CCOCC4)cc3NC2=O)cc1
-12,11,0.4,-4,0.9,i,-2,-1,-1,-1,O=C(O)CNC(=O)c1ccc(NC(=O)/C(=C/c2cccc([N+](=O)[O-])c2)NC(=O)c2ccco2)cc1
0,5,-0.6,2,0.9,i,0,1,2,-3,Cc1cc(NC(=O)CCC(=O)N(Cc2ccccc2)C(C(=O)NC2CCCC2)c2ccco2)no1 (stereo not drawn)
